# GLD-1 RNA inh – GLD-1/TGE RNA complex disruptors, primary screen, biochemical, fluorescence polarization. AID 2280, 2010. inhibition, % at 5.96 µM. Female germline-specific tumor suppressor gld-1 (Caenorhabditis elegans), Q17339. actives 0.44% (n = 320,000). purified GLD-1 + fluorescein TGE RNA;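 active = percent inhibition above a per-plate cutoff, the plate mean of test compounds plus 3 SD, cut at about 30% in these data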;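 also: 0% = DMSO wells with GLD-1 and probe and 100% = wells lacking GLD-1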
# GRK2 inh – compounds blocking aptamer binding on GRK2 – biochemical, human GRK2, bead flow cytometry, HTS, primary screen; Beta-adrenergic receptor kinase 1 (Homo sapiens), P25098; FAM-aptamer displacement from GRK2; inhibition of aptamer binding, % at 10 µM; actives 0.59% (n = 330,000); AID 488847, 2010;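 active = inhibition of aptamer binding above 40%, roughly 3 SD of noise, on plates passing a quality check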;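 also: median bead fluorescence of bound FAM aptamer so fluorescent compounds give negative values; no value below 0 was filed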
# MCL1-BIM inh – inhibitors of MCL1 binding to BIM-BH3, primary screen, biochemical, fluorescence polarization; GST-MCL1 / FITC-Bim-BH3 fluorescence polarization; Induced myeloid leukemia cell differentiation protein Mcl-1 (Homo sapiens), Q07820; inhibition, % at 10.9 µM; actives 0.68% (n = 320,000); AID 2057, 2009;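 active = inhibition above the mean inhibition of all tested compounds plus 3 SD, set per campaign, cut at about 40% in these data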;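 also: 0% = DMSO wells and 100% = unlabeled Bim-BH3 peptide control; higher means more loss of mP so more displacement of Bim peptide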
# Target sequence (Q07820 whole entry, looked up): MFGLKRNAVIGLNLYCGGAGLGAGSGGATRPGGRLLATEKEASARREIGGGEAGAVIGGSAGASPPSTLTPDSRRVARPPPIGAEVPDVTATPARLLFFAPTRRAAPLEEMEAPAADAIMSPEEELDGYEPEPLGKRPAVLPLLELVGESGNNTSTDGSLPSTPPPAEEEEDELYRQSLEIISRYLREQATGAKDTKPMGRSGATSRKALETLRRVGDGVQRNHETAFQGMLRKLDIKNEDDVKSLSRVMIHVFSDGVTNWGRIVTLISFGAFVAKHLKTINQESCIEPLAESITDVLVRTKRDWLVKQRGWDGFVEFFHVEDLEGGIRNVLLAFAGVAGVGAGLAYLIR
# BCLXL inh – inhibitors of human Bcl-xL, primary screen, biochemical, fluorescence polarization, HTS | Bcl-2-like protein 1 (Homo sapiens), Q07817 | inhibition, % at 10.9 µM | AID 2129, 2009 | actives 0.7% (n = 320,000) | GST-Bcl-xL / FITC-Bim BH3 peptide fluorescence polarization;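 active = inhibition above the mean of all tested compounds plus 3 SD, cutoff set per campaign, cut at about 30% in these data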;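 also: 0% = DMSO wells and 100% = unlabeled Bim-BH3 peptide competitor; inhibitors lower millipolarization by displacing the labeled peptide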
# Target sequence (Q07817 whole entry, looked up): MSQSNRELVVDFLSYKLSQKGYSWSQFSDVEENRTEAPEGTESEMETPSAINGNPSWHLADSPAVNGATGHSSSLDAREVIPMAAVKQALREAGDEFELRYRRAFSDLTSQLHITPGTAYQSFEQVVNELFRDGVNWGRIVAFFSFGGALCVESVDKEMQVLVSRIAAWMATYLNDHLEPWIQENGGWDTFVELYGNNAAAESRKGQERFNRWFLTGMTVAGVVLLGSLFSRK
# MEX-5 binding – MEX-5 zinc finger RNA-binding disruptors – biochemical, C. elegans, fluorescence polarization, MLPCN library, primary screen | AID 1832, 2009 | Zinc finger protein mex-5 (Caenorhabditis elegans), Q9XUB2 | MEX-5/FITC-TCR2 RNA binding; hits give low values | actives 0.38% (n = 300,000) | activity score (negative = inhibition of binding), % at 10 µM;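 active = inhibition past about -25% in most replicates, and total fluorescence under double the plate's negative control median, limit read from the data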;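 also: 0% = DMSO and -100% = 5 µM competing unlabeled TCR2 RNA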
# Target sequence (Q9XUB2 whole entry, looked up): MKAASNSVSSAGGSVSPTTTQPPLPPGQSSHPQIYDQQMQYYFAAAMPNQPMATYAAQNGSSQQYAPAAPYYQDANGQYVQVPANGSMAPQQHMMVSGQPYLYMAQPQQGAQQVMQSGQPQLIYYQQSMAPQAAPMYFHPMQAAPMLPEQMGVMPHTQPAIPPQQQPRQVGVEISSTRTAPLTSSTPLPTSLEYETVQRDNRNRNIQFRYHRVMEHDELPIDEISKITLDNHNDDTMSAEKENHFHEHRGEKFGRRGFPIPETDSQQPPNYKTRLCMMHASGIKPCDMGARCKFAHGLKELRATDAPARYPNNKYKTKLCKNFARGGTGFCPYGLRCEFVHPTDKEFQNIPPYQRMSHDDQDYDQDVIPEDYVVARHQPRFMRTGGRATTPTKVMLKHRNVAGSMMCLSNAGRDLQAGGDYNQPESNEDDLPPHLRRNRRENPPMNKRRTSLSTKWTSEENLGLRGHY
# CIT2 TOR yeast – modulators of CIT2-GFP expression in yeast, primary screen, S. cerevisiae, GFP fusion, multiplex flow cytometry, MLPCN library. GFP response vs DMSO, % at 10 µM. AID 2029, 2009. actives 0.065% (n = 320,000). S. cerevisiae CIT2-GFP strain, 3 h; 100 means same as DMSO wells;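 active = GFP response relative to DMSO above a set limit, near the screen mean plus 3 SD, cut at about 150% in these data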;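 also: ratio of well median GFP fluorescence to mean of DMSO wells on the plate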
# VLA-4 inh – inhibition in human VLA-4 binding assay, primary screen, VLA-4 allosteric modulator project, MLPCN library, flow cytometry, VLA-4 expressing cells; ligand binding flow cytometry; Integrin alpha-4 (Homo sapiens), P13612; AID 2557, 2010; inhibition, % (about 7 µM as worked out from the volumes in the protocol); actives 0.2% (n = 330,000); in the data active = inhibition above about 50%
# AGP1 TOR yeast – modulators of AGP1-GFP expression in yeast TOR pathway, primary screen, cell-based, multiplex flow cytometry, S. cerevisiae, MLPCN library; GFP response vs DMSO, % at 10 µM; actives 0.02% (n = 320,000); 3 h; GFP as percent of DMSO wells;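 active = GFP response relative to DMSO above a set limit, near screen average plus 3 SD, cut at about 150% in these data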;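 also: median GFP channel fluorescence of the gated AGP1 strain per well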
# Yeast superoxide – reduction of superoxide in aged yeast, primary screen, HTS; S. cerevisiae aged cells, superoxide DHE fluorescence; hits give low values; superoxide response (% of plate mean), % at 10 µM; actives 0.18% (n = 330,000); AID 2690, 2010;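 active = superoxide response under a set limit, about three screen SD below normal, cut at about 65% in these data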;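 also: yeast aged for seven days with compound at 30 °C before DHE staining; 100% = average MFI of all compound-treated wells on the plate with controls excluded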
# Active calls of the source: *; . = not tested or not shown.
1. Cc1sc(CO)c(Sc2ccccc2)c1C(=O)O
2. CC(C)c1ccc2nc(N)sc2c1
3. Cc1ccc(-c2nnc(N3CCN(C(=O)Cn4c(=O)n(C)c5ccccc54)CC3)c3ccccc23)cc1
4. O=C1NCC(CN(c2ccccc2)c2ccccc2)O1 (stereo not given)
5. COc1ccc(N/N=C(/Oc2ccc([N+](=O)[O-])cc2)C(C)=O)cc1
6. Cc1cc(C)c(C#N)c(N2CCC(C(N)=O)CC2)n1
7. CCCNC(=O)Cc1ncn[nH]1
8. O=C(COC(=O)c1ccc(NC(=O)C2CC=CCC2C(=O)O)cc1)c1ccccc1 (stereo not given)

screen / no.,1,2,3,4,5,6,7,8
GLD-1 RNA inh,4,-3,0,-2,-2,1,4,-1
GRK2 inh,7,3,0,0,0,0,2,13
MCL1-BIM inh,8,3,8,-4,7,5,5,-2
BCLXL inh,7,3,5,-4,4,3,2,1
MEX-5 binding,0.3,2.7,0.5,-1.4,2.2,-2.6,-0.8,-0.1
CIT2 TOR yeast,101,94,95,83,98,105,95,98
VLA-4 inh,-5,9,5,6,1,9,12,1
AGP1 TOR yeast,97,86,102,88,100,100,106,100
Yeast superoxide,105,102,83,96,102,101,104,96

9. CC(=O)c1cccc(S(=O)(=O)Nc2ccc(N3CCOCC3)cc2)c1
10. COc1ccc(N2C(=O)CC(n3cnc4ccccc43)C2=O)cc1 (stereo not given)
11. Cc1ccc(OCC(=O)O/N=C(\N)c2ccncc2)cc1C
12. O=C(Nc1ccc2c(c1)CCC2)c1cccc(S(=O)(=O)N2CCN(c3ccc(F)cc3)CC2)c1
13. C=CCS(=O)(=O)N1CCCC(N(C)CCc2ccc(OC)c(OC)c2)C1 (stereo not given)
14. N#Cc1cc(-c2ccccc2)nc(Oc2ccc(Cl)cc2)n1
15. COC(=O)c1cn(CCOc2ccccc2OC)c2ccccc12
16. Cc1ccc(NC(=O)C2CCCN2C(=O)OC(C)(C)C)cc1C (stereo not given)

screen / no.,9,10,11,12,13,14,15,16
GLD-1 RNA inh,2,-1,-4,-4,9,3,9,-2
GRK2 inh,4,0,0,6,0,0,1,0
MCL1-BIM inh,4,-6,5,6,3,10,2,-2
BCLXL inh,6,0,1,0,-1,4,0,-6
MEX-5 binding,-2.2,0.6,2.6,1.4,1.3,-1.2,3.4,3.5
CIT2 TOR yeast,96,104,92,95,104,102,91,103
VLA-4 inh,2,-5,-1,16,15,2,-9,3
AGP1 TOR yeast,97,100,93,96,102,102,100,103
Yeast superoxide,98,94,102,101,108,94,99,103

17. CNc1ccc([N+](=O)[O-])cc1
18. O=S1(=O)N=C(Nc2ccc(O)cc2)c2ccccc21
19. Cc1ccc(S(=O)(=O)N[C@H](C(=O)OCC(=O)N2N=C(c3ccc(Cl)cc3)CC2c2ccco2)C(C)C)cc1 (stereo not given in full)
20. Cc1ccc(Oc2c(C=O)c3ccccc3n2C)cc1
21. CC1CCCC(NC(=O)COC(=O)CCC(=O)c2cccs2)C1C (stereo not given)
22. Cc1ccccc1NC(=S)Nc1ccc(Br)cc1
23. COc1ccc(-n2nc3c(c2NC(=O)Cc2cccc(C)c2)CS(=O)C3)cc1 (stereo not given)
24. CCOc1ccc(C(C)=O)cc1CSc1nnc(-c2ccncc2)n1CCOC

screen / no.,17,18,19,20,21,22,23,24
GLD-1 RNA inh,-3,3,-7,-4,1,3,1,0
GRK2 inh,17,0,1,0,1,1,1,2
MCL1-BIM inh,-5,-2,-16,7,.,5,-6,-21
BCLXL inh,1,1,-7,4,.,3,0,-39
MEX-5 binding,.,1.9,0.3,.,.,2.4,2.9,1.0
CIT2 TOR yeast,91,97,103,95,104,96,101,94
VLA-4 inh,11,6,-1,-3,16,5,10,1
AGP1 TOR yeast,96,104,110,89,100,92,111,96
Yeast superoxide,74,99,97,105,99,89,94,95

25. Cc1n[nH]c(C)c1N=Nc1ccc(Br)cc1
26. CN(C)c1nnnn1-c1ccc(Cl)cc1
27. COc1cc(C=C2C(=O)c3ccccc3C2=O)cc(OC)c1
28. CSCCC(NS(=O)(=O)c1ccc2c(c1)OCCO2)C(=O)N(C)Cc1ccccc1F (stereo not given)
29. Cc1ccc(Nc2ccccc2)nn1
30. CC(O)[C@H]1CN=C(N)N1CCc1cc(C(F)(F)F)cc(C(F)(F)F)c1 (stereo not given in full)
31. CCOc1ccc(S(=O)(=O)N(C)CC(=O)NCc2ccccn2)cc1Cl
32. Cc1cc(Cl)ccc1NS(=O)(=O)c1c(C)[nH]c(=O)[nH]c1=O

screen / no.,25,26,27,28,29,30,31,32
GLD-1 RNA inh,1,-2,4,8,-1,1,-2,.
GRK2 inh,1,0,1,2,0,0,1,1
MCL1-BIM inh,6,1,8,0,2,5,-4,.
BCLXL inh,10,5,5,-1,4,5,-4,.
MEX-5 binding,0.9,-1.1,-0.7,.,0.9,-2.3,-0.2,-1.1
CIT2 TOR yeast,75,104,89,102,98,93,102,102
VLA-4 inh,8,8,-6,36,-9,14,1,12
AGP1 TOR yeast,75,99,91,116,97,103,103,101
Yeast superoxide,107,79,90,105,123,100,104,100

33. CCC(C)NC(=O)CCS(=O)(=O)c1ccc2c(c1)n(C)c(=O)c(=O)n2C (stereo not given)
34. CC(=O)c1cccc(NC(=O)CSc2nc(N3CCCCC3)nc(N3CCCCC3)n2)c1
35. C=C(C)CNC(=O)c1ccc2nc(Cc3ccc(OC)cc3)oc2c1
36. COc1ccc(-c2cc(C)no2)cc1S(=O)(=O)N1CCCCC1
37. O=S(=O)(c1cccc(C(F)(F)F)c1)N1CCC(CO)(CCCc2ccccc2)CC1
38. CC(=O)C1=C(NC(=O)c2ccccc2F)C[C@@H]2[C@H]1C2(C)C
39. COc1cccc(C2c3c(oc4ccc(Cl)cc4c3=O)C(=O)N2c2cc(C)on2)c1OC (stereo not given)
40. COc1ccccc1CNS(=O)(=O)c1cccc(S(=O)(=O)N2CCOCC2)c1

screen / no.,33,34,35,36,37,38,39,40
GLD-1 RNA inh,1,-1,7,5,2,7,2,-2
GRK2 inh,15,2,1,4,1,3,0,0
MCL1-BIM inh,-1,-12,7,5,3,-10,-4,-9
BCLXL inh,2,-7,7,6,7,-2,4,2
MEX-5 binding,-1.0,-6.4,-1.9,-1.4,-4.5,-2.4,-1.5,-0.4
CIT2 TOR yeast,101,80,99,94,99,103,100,101
VLA-4 inh,-30,4,-2,0,-5,-1,7,0
AGP1 TOR yeast,103,91,102,99,98,105,96,102
Yeast superoxide,106,117,98,99,104,95,116,99

41. O=C(c1cc(COc2ccc3c(c2)CCCC3)on1)N1CCCC1
42. Cc1ccc(S(=O)(=O)N2CCCCC2)c2nsnc12
43. COc1ccccc1CN(Cc1cc2cc(C)cc(C)c2[nH]c1=O)Cc1nnnn1CC1CCCO1 (stereo not given)
44. CC(Oc1ccccc1)C(=O)Nc1c2c(nn1-c1ccccc1)CS(=O)(=O)C2 (stereo not given)
45. Nc1ccc2nn(-c3ccc(Cl)cc3)nc2c1
46. CC(C)c1cccc(OCC(=O)Nc2ccc(S(=O)(=O)Nc3ccccn3)cc2)c1
47. O=C1OCc2ccc(NC(=O)C3CCCCC3)cc21
48. O=C(NC(Cc1ccccc1)C(=O)O)c1ccccc1 (stereo not given)

screen / no.,41,42,43,44,45,46,47,48
GLD-1 RNA inh,6,-4,-8,-2,3,5,-3,-6
GRK2 inh,0,3,0,4,0,1,4,0
MCL1-BIM inh,9,3,1,2,9,1,0,-10
BCLXL inh,4,3,-2,-1,6,0,-2,-1
MEX-5 binding,0.1,2.2,-1.0,1.0,-0.4,1.4,-1.0,0.6
CIT2 TOR yeast,96,109,93,110,87,96,99,96
VLA-4 inh,1,-4,-11,5,0,17,16,12
AGP1 TOR yeast,95,105,92,102,26,100,103,101
Yeast superoxide,102,91,101,100,103,95,114,114

# One compound at a time, from the list above. Order of screens: GLD-1 RNA inh, GRK2 inh, MCL1-BIM inh, BCLXL inh, MEX-5 binding, CIT2 TOR yeast, VLA-4 inh, AGP1 TOR yeast, Yeast superoxide
# `O=C(c1cc(COc2ccc3c(c2)CCCC3)on1)N1CCCC1` in the list: 6, 0, 9, 4, 0.1, 96, 1, 95, 102
# `O=C1OCc2ccc(NC(=O)C3CCCCC3)cc21` in the list: -3, 4, 0, -2, -1.0, 99, 16, 103, 114
# `CC(C)c1cccc(OCC(=O)Nc2ccc(S(=O)(=O)Nc3ccccn3)cc2)c1` in the list: 5, 1, 1, 0, 1.4, 96, 17, 100, 95
# `COc1ccccc1CN(Cc1cc2cc(C)cc(C)c2[nH]c1=O)Cc1nnnn1CC1CCCO1` (stereo not given) in the list: -8, 0, 1, -2, -1.0, 93, -11, 92, 101
# `Cc1ccc(S(=O)(=O)N2CCCCC2)c2nsnc12` in the list: -4, 3, 3, 3, 2.2, 109, -4, 105, 91

# (next part)
49. CCOc1ccc(N(CC)C(=O)c2cn(CC)c(=O)c3cc(OC)c(OC)cc23)cc1
50. O=C1CCCCCN1CP(=O)(O)CCc1ccccc1
51. O=C(CSc1ncccn1)Nc1ccc(S(=O)(=O)N2CCCCC2)cc1
52. Cc1ccc(S(=O)(=O)n2ccc3c(OCCOCCSCC(NC(=O)OC(C)(C)C)C(=O)O)cccc32)cc1 (stereo not given)
53. O=C(CSc1nc2ccccc2[nH]1)NCc1ccc(F)cc1
54. C=CCN(c1ccccc1)S(=O)(=O)c1cccc(C(=O)N2CC(C)CC(C)C2)c1 (stereo not given)
55. CCOC(=O)C(CC)n1nc(C)n2c(cc3occc32)c1=O (stereo not given)
56. S=c1[nH]c2ncccc2o1

screen / no.,49,50,51,52,53,54,55,56
GLD-1 RNA inh,-7,5,-1,4,-3,0,2,5
GRK2 inh,0,1,3,0,2,0,2,0
MCL1-BIM inh,2,3,-1,11,-7,8,2,-5
BCLXL inh,3,2,0,8,-9,4,4,-9
MEX-5 binding,-1.2,-1.1,-2.8,-0.8,0.5,-1.3,1.2,1.3
CIT2 TOR yeast,92,96,95,96,94,101,92,96
VLA-4 inh,2,8,5,8,14,-14,-12,5
AGP1 TOR yeast,97,104,93,97,109,97,100,98
Yeast superoxide,107,108,98,93,91,97,99,91

57. Clc1ccc(-c2cn3c(n2)CCC3)cc1
58. CCN(c1ccccc1)S(=O)(=O)c1cccc(C(=O)NCC(c2ccco2)N2CCCC2)c1 (stereo not given)
59. CC(C)(C)[C@@H]1COC(=O)[C@H](Cc2ccc(F)cc2)C/C=C\C[C@H](CC(=O)N(CCO)Cc2ccccc2)C(=O)N1
60. CC(C)NS(=O)(=O)c1ccc(NC(=S)NC(=O)c2ccc(-c3ccccc3)cc2)cc1

screen / no.,57,58,59,60
GLD-1 RNA inh,2,3,1,5
GRK2 inh,1,0,0,0
MCL1-BIM inh,1,16,.,6
BCLXL inh,3,8,.,6
MEX-5 binding,-1.9,4.6,.,1.6
CIT2 TOR yeast,104,109,95,93
VLA-4 inh,2,-1,15,5
AGP1 TOR yeast,100,103,96,97
Yeast superoxide,95,102,93,92
